# From PubChem
# RXFP1 antag = blocks the human relaxin receptor RXFP1; 350,000 compounds, 0.59% hits; activity change, negative = inhibition, % at 57.5 µM; Q9HBX9; HEK293-RXFP1, relaxin-stimulated cAMP HTRF, 30 min; hits give low values;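 active = activity change of -60% or lower, but not beyond a set lower limit; inconclusive = change between -60% and -40%, or beyond the set limit; inactive = change above -40%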
# Target sequence (Q9HBX9 whole entry, looked up): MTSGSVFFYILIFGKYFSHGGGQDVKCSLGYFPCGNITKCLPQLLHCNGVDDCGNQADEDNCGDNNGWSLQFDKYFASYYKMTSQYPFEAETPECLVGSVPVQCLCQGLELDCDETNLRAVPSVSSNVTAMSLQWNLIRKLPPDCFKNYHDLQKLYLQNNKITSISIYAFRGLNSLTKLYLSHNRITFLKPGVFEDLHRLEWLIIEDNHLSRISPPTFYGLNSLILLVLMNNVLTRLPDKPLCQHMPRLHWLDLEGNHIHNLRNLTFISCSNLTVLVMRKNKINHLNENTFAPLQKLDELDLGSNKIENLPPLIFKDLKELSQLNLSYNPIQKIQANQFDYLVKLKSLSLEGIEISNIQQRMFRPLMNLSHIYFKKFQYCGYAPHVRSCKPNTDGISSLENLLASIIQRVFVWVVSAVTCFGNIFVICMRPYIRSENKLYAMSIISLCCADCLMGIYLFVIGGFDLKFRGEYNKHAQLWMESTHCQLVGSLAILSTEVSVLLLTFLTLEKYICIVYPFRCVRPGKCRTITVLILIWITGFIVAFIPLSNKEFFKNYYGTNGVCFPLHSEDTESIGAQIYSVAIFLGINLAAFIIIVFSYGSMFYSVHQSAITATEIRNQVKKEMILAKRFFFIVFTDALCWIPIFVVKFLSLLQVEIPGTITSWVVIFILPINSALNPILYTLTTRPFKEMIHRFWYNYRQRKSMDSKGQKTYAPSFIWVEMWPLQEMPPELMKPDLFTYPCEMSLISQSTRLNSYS
# * marks the source's active call; other numbers are inactive results; ? = inconclusive. % is set by controls: 0 for no effect and ±100 for the full control effect.
smiles,RXFP1 antag
N=c1c2ccccc2nc2n1CCCCCCC2,-12.8
C[C@@H]1CN([C@H](C)CO)C(=O)c2c(c3ccccc3n2C)-c2ccccc2CO[C@@H]1CN(C)C(=O)Nc1ccc2c(c1)OCO2,-3.8
CCCN(CC(=O)Nc1ccc(F)c(F)c1F)C(=O)CN1C(=O)NC2(CCCCC2)C1=O,-3.6
COC(=O)c1sccc1NC(=O)C12CC3CC(CC(C3)C1)C2,-7.1
N#Cc1cnc2nc1NCCCCCCC2,4.7
O=C(OCc1cn([C@@H]2CN(Cc3cccs3)[C@@H](c3ccccc3)C[C@H]2O)nn1)c1ccccc1,5.4
CC(C)OC(=O)N(C)C[C@@H]1OCc2cnnn2CCCC(=O)N([C@@H](C)CO)C[C@H]1C,6.0
O[C@H]1CN(CC2CCCCC2)[C@@H](c2ccccc2)C[C@@H]1n1cc(C2CC2)nn1,-0.1
CCOC(=O)N1CCC(NC(=O)c2ccc3c(c2)N(CC)CCS3)CC1,8.7
CN(CC(=O)Nc1ccccc1Br)C(=O)c1ccccc1OCc1ccccc1Cl,-7.2
C[C@H]1[C@H]2CC[C@H]3[C@@H]4CC=C5C[C@@H](N(C)C)CC[C@]5(C)[C@H]4CC[C@]23CN1C,12.1
O=C(Cn1ccnc1[N+](=O)[O-])N(CCO)CCO,3.5

# Ordered by formula weight (falling): part of the list above.
smiles,RXFP1 antag
CN(CC(=O)Nc1ccccc1Br)C(=O)c1ccccc1OCc1ccccc1Cl,-7.2
CCOC(=O)N1CCC(NC(=O)c2ccc3c(c2)N(CC)CCS3)CC1,8.7
C[C@H]1[C@H]2CC[C@H]3[C@@H]4CC=C5C[C@@H](N(C)C)CC[C@]5(C)[C@H]4CC[C@]23CN1C,12.1

# More results follow:
smiles,RXFP1 antag
C[C@H](N)[C@H](O)c1cccc(O)c1,-12.2
O=C(COC(=O)c1cccc(OC(F)F)c1)Nc1ncccn1,-1.7
CN1C(=O)N(CC(=O)Nc2ccc3c(c2)OCO3)C(=O)C12CCCCC2,3.3
CCn1c(SCc2nc3ccccc3s2)nc2cc(S(=O)(=O)N3CCOCC3)ccc21,-0.8
O=[N+]([O-])c1cccc(N=NNc2cccc([N+](=O)[O-])c2)c1,4.0
Cc1cc(O)c(C(C)C)cc1N=Cc1ccccc1[N+](=O)[O-],-2.1
O=C1CC(c2ccccc2)NC(=S)N1 (centres undefined),3.0
CCN(CCCNc1cc2c(c(N)c1S(=O)(=O)O)C(=O)c1ccccc1C2=O)c1ccccc1,?
Cc1ccccc1C(=O)NNC(=O)c1ccoc1C,15.3
O=C(C1CCCCC1C(=O)N1CCCCC1)N1CCCCC1 (centres undefined),-5.2
CCOc1ncccc1C(=O)NNC(=O)CSc1ccc(Cl)cc1,2.0
O=C(COC(=O)c1ccc(S(=O)(=O)N2CCOCC2)cc1)Nc1ccccc1OC(F)F,-6.3
CCOc1ncccc1C(=O)Nc1cc2c(cc1Br)OCCO2,12.3
O=C1C(N2CCOCC2)=Cc2cccc3cccc1c23,11.7
Cc1cn([C@H]2C[C@H](O)[C@@H](CNCc3cccn3-c3ccncc3)O2)c(=O)[nH]c1=O,12.0
COc1ccccc1NC(=O)N(C)C[C@H]1OCc2cn(nn2)CCCC(=O)N([C@@H](C)CO)C[C@@H]1C,10.2
O=S(=O)(Nc1cccc(S(=O)(=O)N2CCCCCC2)c1)c1ccc(F)cc1F,22.7
CCC(=O)N(C)C[C@H]1Oc2ncc(C#Cc3cccnc3)cc2C(=O)N([C@@H](C)CO)C[C@@H]1C,0.1
O=C(COc1ccc2c(c1)OCO2)NCc1cccs1,1.2
CCN(c1ccccc1)S(=O)(=O)c1ccc(Cl)c(NC(=O)CNCc2ccccc2OC)c1,-9.3
CC(C)N(Cc1ccccc1)C(=O)COC(=O)c1ccc(S(=O)(=O)N2CCOCC2)cc1,-3.6
CC(C)C1C(=O)N(Cc2cn(CCC3OCCCO3)nn2)CCS(=O)(=O)N1Cc1ccc(-c2ccncc2)cc1 (centres undefined),2.0
CCOC(=O)COc1ccccc1/C=N/Nc1nnc2c3ccccc3n(C)c2n1,-6.1
CCN1CCC[C@H]1CNCCCn1cnc2c(SC)ncnc21,4.5
CCn1c(SCC(=O)Nc2oc(C)c3c(C)n[nH]c(=O)c23)nnc1-c1ccco1,-9.0
COc1cc(CNC(=O)c2cnccn2)cc(OC)c1,3.2
O=C(c1ccccc1)c1ccc(Oc2ccc([N+](=O)[O-])cc2[N+](=O)[O-])cc1,5.9
Cc1ccc(NC(=O)Cn2cccc2)cc1C,5.1
COc1ccccc1NS(=O)(=O)c1cc(NC(=O)c2ccccc2C)ccc1N1CCOCC1,-1.9
Cc1c(NC(=O)COC(=O)c2ccccc2O)c(=O)n(-c2ccccc2)n1C,-1.6
CCN(CC(=O)Nc1ccc2c(c1)OCCO2)C(=O)/C=C/c1cccc(C(F)(F)F)c1,0.1
CCC1(O)CC2CN(CCc3c([nH]c4ccccc34)C(C(=O)OC)(c3cc4c(cc3OC)N(C=O)C3C(O)(C(=O)OC)C(OC(C)=O)C5(CC)C=CCN6CCC43C65)C2)C1 (centres undefined),-5.6
CC(=O)Nc1ccc(NC(=O)c2ccc(OCc3c(C)noc3C)cc2)cc1,13.2
Cc1ccsc1C(=O)OCC(=O)NC1CCCC(C)C1C (centres undefined),-9.1
O=C1NC(=S)NC(=O)C1Nc1ccc(Cl)cc1,?
O=C1OCCC1=CN1CCCCC1,9.9

# Some of the entries so far, as labelled records:
Cc1ccsc1C(=O)OCC(=O)NC1CCCC(C)C1C (centres undefined)
  RXFP1 antag = -9.1
O=C1OCCC1=CN1CCCCC1
  RXFP1 antag = 9.9
CCN(CC(=O)Nc1ccc2c(c1)OCCO2)C(=O)/C=C/c1cccc(C(F)(F)F)c1
  RXFP1 antag = 0.1
Cc1ccc(NC(=O)Cn2cccc2)cc1C
  RXFP1 antag = 5.1

# (cont.)
smiles,RXFP1 antag
O=C(CSc1nc2c(cnn2-c2ccccc2)c(=O)[nH]1)NCC1CCCO1 (centres undefined),-2.6
Cc1ncc(C)c2c([N+](=O)[O-])cccc12,7.7
CC(C)C(NC(=O)c1ccc(Cl)cc1Cl)C(=O)N1CCN(S(=O)(=O)c2ccccc2)CC1 (centres undefined),-3.6
CC(C)C1C(=O)N(Cc2cn(Cc3ccco3)nn2)CCS(=O)(=O)N1Cc1ccc(-c2ccc(F)cc2)cc1 (centres undefined),-4.5
O=C1C=CC(=O)c2c(O)c(CO)c(CO)c(O)c21,-25.7
N#Cc1ccc(Oc2ccc(C#N)c(C#N)c2)cc1C#N,-3.4
COC(=O)[C@H]1C[C@H](OC(=O)Nc2cccs2)[C@@]2(O)CN(S(=O)(=O)c3ccc(C)cc3)CC2[C@H]1C(=O)OC (some centres undefined),3.4
COc1ccc(CN2C(=O)C(CC(=O)NCc3cccc4ccccc34)CC(C(=O)N(C)C)=C2C)cc1 (centres undefined),-0.4
COc1cc(OC)c(C=CC(=O)c2ccccc2O)c(OC)c1,-20.1
COc1ccc(NC(=O)COC(=O)c2ccc3c(c2)OCO3)c(OC)c1,-10.2
Cc1cc(-n2c(C)cc(C(=O)COc3ccc(Cl)cc3C(N)=O)c2C)no1,-6.6
CCN(CC)S(=O)(=O)c1ccc(/C=C/C(=O)OCC(=O)NC(=O)C2COc3ccccc3O2)cc1 (centres undefined),-4.6
Cc1cc(C)nc(/N=C(\N)Nc2ccc(F)c([N+](=O)[O-])c2)n1,-13.7
CC1=NS(=O)(=O)NC(C)(C)C1,2.5
O=C(COC(=O)Cc1ccc(Br)cc1)NCc1cccs1,-6.0
Cc1ccccc1S(=O)(=O)N(C)C[C@@H]1OCc2ccccc2-c2c(n(C)c3ccccc23)C(=O)N([C@H](C)CO)C[C@@H]1C,-6.2
O=C(NCCC(=O)N1CCN(c2ccccn2)CC1)c1ccc(Cl)cc1,-7.7
Cc1cc(-c2ccccc2)[nH]c(=O)c1S(=O)(=O)c1ccc(Cl)cc1,-2.4
COc1ccc(NC(=O)c2ccc(NC(=O)CN3CCC(C(N)=O)CC3)cc2)cc1,-0.3
CCOC(=O)Nc1ccc2c(c1)N(C(=O)CCN1CCN(CCO)CC1)c1ccccc1S2,-6.4
COC(=O)c1ccc(CSc2nc(C(F)(F)F)c3c(c2C#N)CCC3)o1,-10.1
O=P(Cc1cccc2ccccc12)(c1ccccc1)c1ccccc1,-20.8
CCOC(=O)C1CCCN(C(=O)c2ccc3ncsc3c2)C1 (centres undefined),2.9
CCCCN1C(=O)C(CC(=O)NC(c2ccccc2)c2ccccc2)CC(C(=O)N(CC)CC)=C1C (centres undefined),-1.3
COc1ccc2nc3oc(C(=O)N4CCC(C(N)=O)CC4)cc3cc2c1,9.0
NS(=O)(=O)c1cccc(NC(=O)COC(=O)c2ccc(S(=O)(=O)N3CCOCC3)cc2)c1,-2.1
COc1ccc(CN2C(=O)C(CC(=O)NC3CCCCC3)CC(C(=O)N(C(C)C)C(C)C)=C2C)cc1 (centres undefined),2.3
c1ccc(C(CN2CCCCC2)Oc2ccccn2)cc1 (centres undefined),-8.9
C=CCNC(=S)N1N=C(c2ccco2)CC1c1ccco1 (centres undefined),-3.8
O=C1NC(Cc2ccc(O)cc2)c2nc3ccc(Br)cc3c(=O)n2-c2cc3ccccc3cc21 (centres undefined),-5.5
N#Cc1ccccc1NC(=O)COc1ccccc1C(=O)Nc1ccccc1,2.2
COc1ccc(OC)c(NCCN2C(=O)c3ccccc3C2=O)c1,0.6
O=C(COC(=O)Cn1nnc(-c2ccccc2)n1)Nc1cc(F)ccc1F,6.3
O=C(CCCn1c(=S)[nH]c2ccc(Br)cc2c1=O)N1CCN(c2ccccn2)CC1,?
CCOc1ccc(/C=C(/C#N)c2nnc(N3CCOCC3)n2-c2ccccc2)cc1OC,-9.4
COc1cc2c(cc1N)-c1ccc(N)cc1C2=O,-7.2
C[C@@H]1CN([C@H](C)CO)C(=O)CCCn2nncc2CO[C@H]1CN(C)Cc1ccncc1,4.1
CN(Cc1ccccc1F)C(=O)c1cccc(NC(=O)CC2SC(N3CCCCC3)=NC2=O)c1 (centres undefined),-19.7
O=C(O)C1CCN(C(=O)CSc2nnc3ccccn23)CC1,-13.1
Cc1nc(SCC(=O)N(C)C2CCS(=O)(=O)C2)c2ccccc2n1 (centres undefined),-7.6
CN(C)c1ccc(C(=O)NNC(=O)C23CC4CC(CC(C4)C2)C3)cc1,-6.5
COc1ccc(OCC(=O)OCC(=O)Nc2cc(S(=O)(=O)N3CCOCC3)ccc2Cl)cc1,-6.1
O=[N+]([O-])c1cccnc1Sc1ccc(F)cc1,-13.0
O=C1C=CC(=O)N1c1cccc2cccnc12,-0.3
CN(C)S(=O)(=O)c1cc(NC(=O)COC(=O)CC2Sc3ccccc3NC2=O)ccc1Cl (centres undefined),-0.4
CSc1ccccc1C(=O)OCC(=O)NCCN1C(=O)CSC1=O,5.2
O=C(C[n+]1ccc(C(=O)c2ccccc2)cc1)Nc1ccccc1OC(F)F,0.2
CSc1ccc(/C=N/NC(=O)c2ccc3nc[nH]c3c2)cc1,-1.0
Cc1cc(N(C)C)ccc1N=Nc1ccc(N)cc1,-8.7
C[C@@H]1CN([C@@H](C)CO)C(=O)CCCn2nncc2CO[C@H]1CN(C)C(=O)OCc1ccccc1,2.0
COc1ccc(Nc2cc(C)nc3ncnn23)cc1,-8.7
CC/C(C)=C1/NC(=O)NC1=O,-2.2
C[C@@H]1CN([C@H](C)CO)C(=O)CCCn2nncc2CO[C@H]1CN(C)C(=O)Nc1cccc(Oc2ccccn2)c1,10.2
O=C(Cc1ccc(Br)cc1)Nc1cccc(S(=O)(=O)N2CCCCC2)c1,12.8
Cc1cc(C)c(SSc2nnnn2-c2ccccc2)c(C)c1,-1.9
COc1ccc(CNCCCn2cnc3c(SC)ncnc32)cc1,7.0
O=S(=O)(Cc1ccc(Cl)cc1)Oc1ccc(Cl)cc1,-27.9
Nc1cc(S(=O)(=O)O)cc2ccc(S(=O)(=O)O)cc12,15.5
O=C(C[C@@H]1C[C@H]2c3cc(NC(=O)C4CCC4)ccc3O[C@H]2[C@@H](CO)O1)NCc1ccc(-c2ccccc2)cc1,-2.9
O=C(NCCS(=O)(=O)NCc1cccs1)c1ccccc1,6.0

# Carrying on.
smiles,RXFP1 antag
CC(C)c1ccc(C2OCCCO2)cc1,6.7
OCCCc1ccccc1,7.0
CCN(CC)CCNc1ccc(CO)c2oc3ccccc3c(=O)c12,-13.9
Cc1ccc(N2CCN(C(=O)C3CCN(S(=O)(=O)c4cccc5nsnc45)CC3)CC2C)cc1 (centres undefined),-14.3
O=C1CCCC2=C1C(c1ccc(Cl)cc1)C1C(=O)c3ccccc3C1=N2 (centres undefined),-10.1
CCOC(=O)c1ccc(NC(=O)c2nc[nH]c2C(=O)N[C@@H](C)CO)cc1,10.7
O=C(CN1CCC(NC(=O)C2CCCCC2)CC1)Nc1ccccc1,-5.8
O=C1CCC(c2ccc3ccccc3c2)O1 (centres undefined),-7.0
Brc1cc(-c2ccccc2)nc(-c2ccccc2)n1,-14.2
CC1=C(C(=O)N(C)C)CC(CC(=O)NCc2ccco2)C(=O)N1Cc1ccccc1 (centres undefined),-9.1
Cc1ccc(S(=O)(=O)NC(Cc2c[nH]c3ccccc23)C(=O)O)cc1 (centres undefined),8.3
COc1cccc(OC)c1OCC(=O)Nc1ccc(S(=O)(=O)N2CCCC2)cc1,-14.2
Cc1cccc(NC(=O)CNC(=O)COC(=O)C2CC2C)c1C (centres undefined),-1.4
COc1nc(N)nc2c1ncn2C1OC(CO)CC1O (centres undefined),-8.9
COc1ccccc1S(=O)(=O)N(C)C[C@@H]1OCc2cnnn2CCCC(=O)N([C@@H](C)CO)C[C@H]1C,-5.9

# Not all compounds are listed, so the mix of outcomes need not match the whole.
